TRb SRC2 PPI = TRbeta-SRC2 interaction inhibition; P10828; TRbeta-SRC2 peptide binding, fluorescence polarization; receptor liganded with 1 µM T3; Potency, µM (top dose mostly 106 µM), without a hit: at the top dose activity change, negative = inhibition, actives largely listed as inhibitors; hit rate 0.065% among 280,000; AID 1469;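 further: plate controls were bound peptide for no effect and peptide without receptor for full effect; nearly all actives have a fitted effect of over 50% in size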
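TRb LBD 0.6 uM + Texas Red SRC2 peptide 20 nM, 1 uM T3, Tris buffer w/ 5% DMSO; compound pinned, 5 h RT; FP read ex 555/em 632; normalized to unbound and bound controls.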
HTT cytoprotect = Huntington cell model cytoprotection by ATP luminescence; PC12 HTT-Q103 induced, cytoprotection, ATP luminescence, 40 h; Potency, µM (top dose mostly 56.4 µM), for the others: cytoprotection (ATP increase), usual class: activators; hit rate 0.14% among 230,000; AID 1471;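 further: % of control where 0% means no effect; nearly all actives have a fitted effect of over 45% in size; toxic huntingtin expression switched on by the ecdysone agonist tebufenozide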
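Rat PC12, Q103 Htt exon1-GFP fusion, ecdysone promoter; tebufenozide inducer 100 nM final; compound titration; qHTS, 1500 cells/well; ATPlite luminescent read.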
RECQ1 inh = RECQ1 (human) helicase inhibition. AID 2549. P46063. Potency, µM (series often up to 57.3 µM), without a hit: at the top dose activity, negative = inhibition, hits mostly inhibitors. hit rate 0.54% among 240,000. RECQ1 DNA unwinding, red fluorescence kinetic read;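 further: plate controls were vehicle for no effect and no enzyme for full effect; nearly all actives have a fitted effect of over 30% in size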
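RECQ1T1 50 nM; forked duplex (20 bp + 30-nt ss tails) 200 nM, ATP 2 mM final; pH 8.0, 2 mM MgCl2, 2.5 ug/ml poly(dI-dC); 15 min compound preincubation; discontinuous kinetic read over 2 h at RT.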
Tau FP inhib = tau fibrillization inhibition (FP); AID 1468; P10636; hit rate 0.39% among 280,000; K18 P301L tau heparin fibrillization, Alexa594 FP, 6 h; Potency, µM (highest dose often 57.7 µM), for the others: at the highest dose activity, negative = inhibition, usual class: inhibitors; further: on the % scale 0 is the no-effect control and ±100 the full control effect; nearly all actives have a fitted effect of over 55% in size
Target sequence (P10636 561-689 P618L limits assumed): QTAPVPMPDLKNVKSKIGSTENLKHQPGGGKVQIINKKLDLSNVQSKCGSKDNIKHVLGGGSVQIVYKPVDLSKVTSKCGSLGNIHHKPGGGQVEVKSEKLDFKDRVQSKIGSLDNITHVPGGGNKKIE
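FP of Alexa 594-tau after heparin (20 uM) induction. Substrate: human K18 P301L, 15 uM unlabeled, 0.24 uM labeled. Buffer 100 mM sodium acetate pH 7. 6 hr, 37 C.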
TexasRed fluor = counter-screen for TRb-SRC2 inhibitors: fluorescence interference; TRb/SRC2 Texas Red total fluorescence interference; Potency, µM (highest dose often 106 µM), for inactives: top-dose fluorescence change, negative = quenching; hit rate 0.29% among 280,000; AID 1479; active means well fitted curve in either direction with a large enough effect; inconclusive means small, poorly fitted or top-dose-only effect; further: on the % scale 0 is the no-effect control and ±100 the full control effect
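Human TRβ ligand-binding domain (0.6 uM) and Texas Red SRC2 peptide (20 nM) in Tris buffer with 1 uM T3 and 5% DMSO were incubated with pinned compound for 5 hr at ambient temperature. Total fluorescence was computed as S + 2P (555/632 nm).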
Tau fibril ThT = tau fibrillization inhibition (ThT binding). P10636. recombinant tau K18 P301L, heparin-induced fibrillization, ThT fluorescence. Potency, µM (doses to about 57.4 µM), inactives show top-dose activity, negative = inhibition, usual class: inhibitors. hit rate 2.1% among 270,000; further: on the % scale 0 is the no-effect control and ±100 the full control effect; nearly all actives have a fitted effect of over 55% in size
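Heparin-induced fibrillization of the P301L-mutant K18 repeat-domain fragment of human tau was followed by ThT binding in quantitative high-throughput format.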
L3MBTL1 block = inhibitors of human L3MBTL1. Q9Y468. AlphaScreen L3MBTL1–H3K9me1 peptide binding. Potency, µM (doses to about 57.1 µM), without a hit: at the top dose activity, negative = inhibition, actives largely listed as inhibitors. hit rate 0.66% among 230,000; further: on the % scale 0 is the no-effect control and ±100 the full control effect; nearly all actives have a fitted effect of over 60% in size
Target sequence (Q9Y468 whole entry, looked up): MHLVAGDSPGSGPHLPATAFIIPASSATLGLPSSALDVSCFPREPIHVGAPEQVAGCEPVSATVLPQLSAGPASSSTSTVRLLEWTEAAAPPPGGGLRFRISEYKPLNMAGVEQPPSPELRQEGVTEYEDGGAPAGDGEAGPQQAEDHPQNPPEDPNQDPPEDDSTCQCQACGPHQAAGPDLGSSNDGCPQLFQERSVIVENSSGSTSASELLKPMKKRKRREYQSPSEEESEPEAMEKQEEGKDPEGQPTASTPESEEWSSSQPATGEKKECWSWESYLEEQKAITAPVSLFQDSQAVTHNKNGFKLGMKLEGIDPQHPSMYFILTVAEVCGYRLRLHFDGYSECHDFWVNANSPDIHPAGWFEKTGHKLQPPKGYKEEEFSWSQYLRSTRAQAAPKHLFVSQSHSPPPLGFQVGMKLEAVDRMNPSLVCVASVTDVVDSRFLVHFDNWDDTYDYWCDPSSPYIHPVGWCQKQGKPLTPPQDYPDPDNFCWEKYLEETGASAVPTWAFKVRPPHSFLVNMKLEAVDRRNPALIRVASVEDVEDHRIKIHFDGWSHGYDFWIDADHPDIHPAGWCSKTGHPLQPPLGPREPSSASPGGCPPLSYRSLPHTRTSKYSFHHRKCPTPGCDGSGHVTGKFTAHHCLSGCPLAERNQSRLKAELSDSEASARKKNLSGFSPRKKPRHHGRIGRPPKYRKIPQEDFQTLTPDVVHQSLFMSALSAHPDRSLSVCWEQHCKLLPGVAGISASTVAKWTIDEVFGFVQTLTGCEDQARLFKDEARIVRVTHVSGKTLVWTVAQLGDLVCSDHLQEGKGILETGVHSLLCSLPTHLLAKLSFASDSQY
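AlphaScreen proximity signal between nickel-chelate acceptor and streptavidin donor beads (final 10 ug/mL) reports binding of 50 nM L3MBTL1 to 75 nM biotin-H3 K9me1 peptide; complex incubated with compounds 30 min at room temperature; cefsulodin titration as control.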
Tau fluor cs = counter-screen for tau fibril formation inhibitors | tau K18 P301L (four-repeat tau fragment) Alexa594 fluorescence, heparin fibrillization | Potency, µM (titrated, usually from 57.7 µM), inactives show at the highest dose activity change, negative = decrease | hit rate 0.93% among 280,000 | AID 1463; further: on the % scale 0 is the no-effect control and ±100 the full control effect; nearly all actives have a fitted effect of over 55% in size
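Human K18 P301L tau (15 uM unlabeled plus 0.24 uM Alexa 594-labeled, final) in 100 mM sodium acetate pH 7 was mixed with compound and 20 uM heparin and incubated 6 hr at 37 C.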
* marks the source's active call; other numbers are inactive results; i = inactive; ? = inconclusive; / = not tested or not shown; [ ] = dose if it differs, or a comment. Unless noted, the call rests on the fitted dose curve; in most records, active means well fitted curve in the direction sought with a large enough effect; inconclusive means small, poorly fitted or top-dose-only effect, or another doubt; inactive means no such curve, though single readings can be large; an effect the other way counts as inactive or inconclusive. Potency means the concentration at half of the fitted maximal effect. Some of the compounds tested; count on the stated rates, not on these rows.

SMILES	TRb SRC2 PPI	HTT cytoprotect	RECQ1 inh	Tau FP inhib	TexasRed fluor	Tau fibril ThT	L3MBTL1 block	Tau fluor cs
CC(NC(=O)c1ccc(Cn2cc([N+](=O)[O-])cn2)cc1)c1ccccc1 (configuration not stated)	4.1%	/	i	-0.2%	-1.2%	-7.0%	-1.3%	-6.4%
Nc1c(-c2nc(-c3cccs3)no2)nnn1-c1ccc(Cl)cc1	-2.1%	/	/	-10.2%	-0.1%	5.2%	/	-1.4%
COC(=O)CN1C(=O)Nc2ccc(C)cc2C1c1ccccc1 (configuration not stated)	2.8%	0.9%[10 µM]	-3.9%	0.2%	-1.5%	-6.5%	-0.2%	-13.6%
COC(=O)C(NC(=O)Nc1ccccc1OC)C(C)C (configuration not stated)	4.5%	?	-8.1%	-3.8%	0.4%	-0.7%	/	-7.4%
COc1cc(C(=O)NCCSc2c(C)[nH]c3ccccc23)cc(OC)c1OC	-0.9%	/	/	-3.3%	-3.7%	?	/	25.1µM*[quencher]
CC(C)N1C/C(=C/c2ccsc2)C(=O)/C(=C/c2ccsc2)C1	5.0%	-7.3%[1.9 µM]	-8.6%	-6.5%	-9.0%	?	-12.8%	-8.2%
CCOC(=O)Cc1csc(NC(=O)Cc2ccccc2[N+](=O)[O-])n1	-0.9%	-1.7%	-9.4%	6.0%	0.3%	-12.3%	/	-14.9%
Cc1nn2c(-c3ccco3)ccnc2c1-c1ccc(Br)cc1	1.7%	/	/	-13.3%	1.8%	?	/	-24.5%
COc1ccc2cc(C(=O)COC(=O)COc3ccc4c(C)cc(=O)oc4c3)ccc2c1	-7.2%	8.7%[10 µM]	-10.7%	-7.8%	1.5%	?	1.8%	-21.6%
CC(C)(C)C(=O)Nc1nc2c(s1)CN(Cc1ccccc1)CC2	5.6%	-8.6%	i	-8.8%	-1.1%	-8.1%	-7.1%	1.4%
O=C(COC(=O)c1ccccc1)Nc1ccccc1Br	2.5%	-36.8%[inhibitor]	-2.7%	-4.2%	-1.9%	-9.3%	/	-4.5%
COc1ccc(CCNC(=O)C(C)n2c(=O)cc(-c3ccccc3)c3c(C)nn(C)c32)cc1OC (configuration not stated)	0.0%	/	/	-3.2%	-4.9%	-7.3%	/	-6.6%
CCC(=O)c1ccc(OCC(O)CNCc2ccc(F)cc2)cc1 (configuration not stated)	-3.7%	-1.4%[10 µM]	2.7%	-2.0%	0.2%	-17.9%	-5.2%	-16.9%
CC(C)CC1CC(C)(c2csc(NNC(=O)c3ccccc3)n2)OC1=O (configuration not stated)	1.8%	-18.2%	-1.1%	-0.1%	0.6%	-10.6%	/	-9.6%
O=C(/C=C/c1cccc(F)c1)N1CCc2ccccc21	-13.1%	-29.1%[10 µM]	-5.4%	-4.4%	-0.1%	?	0.5%	-15.5%
O=C(COc1ccc(Cl)cc1Cl)NC(=O)N1CCOCC1	-3.8%	1.7%	-2.5%	2.0%	2.0%	-5.6%	3.2%	-0.9%
CCN(CC)S(=O)(=O)c1ccc(NC(=O)c2cccs2)cc1	-4.2%	-3.8%[10 µM]	5.2%	-4.4%[2.34 µM]	-0.5%	-1.5%	4.3%	-6.8%
COc1ccc(/C(C)=N/NC(=O)CNC(=O)CCc2ccccc2)c(OC)c1	0.7%	13.6%[10 µM]	-5.3%	-4.2%	-2.4%	-14.3%	3.5%	-12.6%
O=C(CN1C2=NCCN2c2ccccc21)C12CC3CC(CC(C3)C1)C2	8.7%	-19.2%	-2.7%	-4.2%	0.7%	-9.8%	1.6%	-8.3%
COc1ccc([N+](=O)[O-])cc1CSc1nnc(NC(C)=O)s1	0.5%	-46.7%[inhibitor]	-2.2%	3.7%	0.8%	-1.9%	/	-6.9%
CC1(C)CC(=O)C=C(NCCN2CCN(C(=S)Nc3ccc(F)cc3)CC2)C1	-1.3%	-2.0%[10 µM]	13.2%	5.0%	-1.0%	2.4%	-15.9%	6.2%
COc1ccc(OC)c(/C=C/C(=O)N(C)CC(=O)Nc2cc(C)ccc2C)c1	1.2%	/	-6.4%	3.8%	-2.1%	-16.6%	2.5%	-11.3%
CC(C)c1ccc(N(CC(=O)NN=C2CCN(C)CC2)S(=O)(=O)c2ccccc2)cc1	2.4%	-16.6%	-11.6%	-8.2%	0.9%	2.0%	/	-2.6%
Nc1cc(Cl)ccc1C(=O)OCC(=O)NC1CCS(=O)(=O)C1 (configuration not stated)	-10.0%	6.6%	-7.4%	-2.4%	2.2%	-4.6%	-1.9%	-0.6%

Some of these compounds in order of heavy-atom count, descending:
SMILES	TRb SRC2 PPI	HTT cytoprotect	RECQ1 inh	Tau FP inhib	TexasRed fluor	Tau fibril ThT	L3MBTL1 block	Tau fluor cs
CC(C)c1ccc(N(CC(=O)NN=C2CCN(C)CC2)S(=O)(=O)c2ccccc2)cc1	2.4%	-16.6%	-11.6%	-8.2%	0.9%	2.0%	/	-2.6%
COc1ccc(OC)c(/C=C/C(=O)N(C)CC(=O)Nc2cc(C)ccc2C)c1	1.2%	/	-6.4%	3.8%	-2.1%	-16.6%	2.5%	-11.3%
Nc1cc(Cl)ccc1C(=O)OCC(=O)NC1CCS(=O)(=O)C1 (configuration not stated)	-10.0%	6.6%	-7.4%	-2.4%	2.2%	-4.6%	-1.9%	-0.6%

The results go on.
SMILES	TRb SRC2 PPI	HTT cytoprotect	RECQ1 inh	Tau FP inhib	TexasRed fluor	Tau fibril ThT	L3MBTL1 block	Tau fluor cs
CC1(C)OC(c2ccccc2)=C/C(=C/C=C2C(=O)c3ccccc3C2=O)O1	6.1%	-20.2%	-17.2%	?	-1.4%	?	/	-2.6%
COc1ccc(-c2n[nH]c(C)c2-c2cnn(-c3ccccc3)c2)c(O)c1	-12.8%	6.5%	-5.8%	1.0%	-5.9%	-14.7%	-19.1%	?
CCOc1ccc(NC(=O)c2ccc(S(=O)(=O)N(C)C)cc2)cc1	-3.2%	-3.2%	i	-9.4%	-3.0%	-3.6%	4.6%	-2.2%
O=C(CN(C(=O)c1ccc(Cl)cc1)N1C(=O)C2CCCCC2C1=O)c1ccc(Cl)cc1 (configuration not stated)	-3.0%	-24.4%	-2.3%	-1.1%	2.8%	0.6%	4.6%	-8.5%
CCCCCCC=O	8.3%	-2.4%	8.7%	/	-2.5%	/	/	/
O=c1oc2cc(S(=O)(=O)NCCCO)ccc2c2ccc(S(=O)(=O)NCCCO)cc12	-5.2%	20.8%[10 µM]	-2.6%	-2.7%	-2.9%	-2.6%	8.5%	-2.2%
Cc1ccc(SCC(=O)NN=C2CCN(C)CC2)cc1	2.8%	-16.1%	-0.5%	-0.8%	-1.1%	-5.7%	/	-1.3%
O=C(CSC1=NCCS1)Nc1cccc2ccccc12	-7.7%	14.5%	-4.7%	-3.3%	-5.5%	?	/	-17.1%
Cc1ccc(-c2cc(-c3ccc(F)cc3)nc(N)c2C#N)o1	6.1%	-29.9%	-1.0%	-10.1%	0.5%	?	/	-19.6%
CCOc1c2ccc(C(=O)NC3CCCc4ccccc43)cc2nn1CC (configuration not stated)	-4.5%	-7.0%[10 µM]	-2.1%	-3.8%	-1.8%	-11.6%	-5.8%	-14.4%
CCOCCCNS(=O)(=O)c1ccc(NC(=O)c2ccc(OC)c([N+](=O)[O-])c2)cc1	10.5%	-23.7%	i	-4.4%	0.3%	6.0%	4.9%	-7.4%
CCOc1ccc(NC(=O)c2sc3ccccc3c2Cl)cc1	-2.1%	/	/	6.0%	3.3%	?	/	-5.8%
Cc1ccccc1OCC(=O)Nc1nnc(-c2ccncc2)s1	-3.9%	-2.1%[10 µM]	-3.9%	-5.1%	0.1%	?	-9.8%	-14.3%
CCOC(=O)N1CCN(C(=O)/C(=C\c2cccs2)NC(=O)c2cccs2)CC1	-12.9%	-24.2%	i	-1.2%	1.5%	6.7%	42.3%[activator]	6.8%
COc1ccccc1-n1c(SCC(=O)Nc2cccc(S(N)(=O)=O)c2)nc2ccccc2c1=O	3.0%	-3.5%[10 µM]	-6.4%	4.6%	3.5%	-1.8%	-1.1%	-17.3%
Cc1oc2ncnc(N)c2c1C	-2.7%	14.0%	0.1%	9.3%	0.1%	-7.7%	-5.0%	5.5%

Looked up by structure from the entries so far (2):
SMILES	TRb SRC2 PPI	HTT cytoprotect	RECQ1 inh	Tau FP inhib	TexasRed fluor	Tau fibril ThT	L3MBTL1 block	Tau fluor cs
Cc1ccc(-c2cc(-c3ccc(F)cc3)nc(N)c2C#N)o1	6.1%	-29.9%	-1.0%	-10.1%	0.5%	?	/	-19.6%
CCOC(=O)N1CCN(C(=O)/C(=C\c2cccs2)NC(=O)c2cccs2)CC1	-12.9%	-24.2%	i	-1.2%	1.5%	6.7%	42.3%[activator]	6.8%

Additional structures follow:
SMILES	TRb SRC2 PPI	HTT cytoprotect	RECQ1 inh	Tau FP inhib	TexasRed fluor	Tau fibril ThT	L3MBTL1 block	Tau fluor cs
CCCS(=O)(=O)Nc1cccc(-c2cn3ccsc3n2)c1	-4.6%	/	/	3.3%	-1.0%	-8.1%	/	-9.9%
COc1cccc(-n2nnnc2SCC(=O)NCCc2ccccc2)c1	4.9%	12.1%	-3.9%	1.6%	-5.3%	-5.2%	3.9%	-5.7%
O=C1CCCC/C1=C/Nc1ccc(S(=O)(=O)Nc2ncccn2)cc1	-11.3%	-9.2%	i	4.6%	-2.2%	-15.7%	18.5%	-12.8%
CNc1c([N+](=O)[O-])cnn1-c1ccc(Cl)cc1	2.0%	-12.7%	i	6.6%	-1.1%	1.2%	-0.2%	1.2%
O=C(c1cc(S(=O)(=O)Nc2ccccc2F)c(Cl)cc1Cl)N1CCN(CCO)CC1	0.1%	-32.9%	-1.0%	-9.9%	-2.4%	0.4%	/	-4.0%

4 compounds from above, limited to HTT cytoprotect and TRb SRC2 PPI:
| molecule | HTT cytoprotect | TRb SRC2 PPI |
| --- | --- | --- |
| COc1cc(C(=O)NCCSc2c(C)[nH]c3ccccc23)cc(OC)c1OC | / | -0.9% |
| CC(C)N1C/C(=C/c2ccsc2)C(=O)/C(=C/c2ccsc2)C1 | -7.3%[1.9 µM] | 5.0% |
| CCOC(=O)Cc1csc(NC(=O)Cc2ccccc2[N+](=O)[O-])n1 | -1.7% | -0.9% |
| Cc1nn2c(-c3ccco3)ccnc2c1-c1ccc(Br)cc1 | / | 1.7% |

Compound activity from PubChem BioAssay.
